USP1 inh: Inhibitors of USP1/UAF1: Primary Screen; actives 0.23% (n = 390,000); Ubiquitin carboxyl-terminal hydrolase 1 (Homo sapiens), O94782; Potency, µM (doses to about 57.1 µM), for inactives: at the top dose activity change, negative = inhibition, most hits filed as inhibitors; AID 743255, 2014; recombinant USP1/UAF1, Ub-Rhodamine cleavage fluorescence; also: % is scaled to controls: 0 for no effect and ±100 for the full control effect; nearly all actives have a fitted effect of over 60% in size; inactives centre near -12
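Step one: compound is pinned into 1nM USP1/UAF1 in HEPES pH 7.8 buffer with TCEP. Step two: 15 min room-temperature incubation. Step three: Ub-Rho (150nM final) starts cleavage, tracked by fluorescence over six one-minute reads.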
RXFP1 ag: qHTS Assay for Agonists of the Relaxin Receptor RXFP1; Relaxin receptor 1 (Homo sapiens), Q9HBX9; HEK293T-RXFP1 cAMP TR-FRET, 30 min; response scale: percent of porcine relaxin response, buffer zero; Potency, µM (doses to about 57.5 µM), inactives show top-dose activation, usual class: activators; actives 0.3% (n = 370,000); AID 2676, 2010; also: % is scaled to controls: 0 for no effect and ±100 for the full control effect; nearly all actives have a fitted effect of over 60% in size; many of its hits are not listed in these tables
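HEK293T cells stably expressing RXFP1 were pretreated with the PDE4 inhibitor Ro 20174, exposed to compounds for 30 min at 37C, lysed, and cAMP was read by TR-FRET. Data normalized to buffer (basal) and 29 nM porcine relaxin (100%).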
TrxR1 inh: qHTS Assay for Inhibitors of Mammalian Selenoprotein Thioredoxin Reductase 1 (TrxR1): qHTS. AID 588453, 2011. actives 1% (n = 390,000). Potency, µM (series often up to 114 µM), without a hit: at the highest dose activity change, negative = inhibition, actives largely listed as inhibitors. recombinant rTrxR1, NADPH fluorescence consumption, selenite substrate; also: % is scaled to controls: 0 for no effect and ±100 for the full control effect; nearly all actives have a fitted effect of over 65% in size
Target sequence (O89049 whole entry, looked up): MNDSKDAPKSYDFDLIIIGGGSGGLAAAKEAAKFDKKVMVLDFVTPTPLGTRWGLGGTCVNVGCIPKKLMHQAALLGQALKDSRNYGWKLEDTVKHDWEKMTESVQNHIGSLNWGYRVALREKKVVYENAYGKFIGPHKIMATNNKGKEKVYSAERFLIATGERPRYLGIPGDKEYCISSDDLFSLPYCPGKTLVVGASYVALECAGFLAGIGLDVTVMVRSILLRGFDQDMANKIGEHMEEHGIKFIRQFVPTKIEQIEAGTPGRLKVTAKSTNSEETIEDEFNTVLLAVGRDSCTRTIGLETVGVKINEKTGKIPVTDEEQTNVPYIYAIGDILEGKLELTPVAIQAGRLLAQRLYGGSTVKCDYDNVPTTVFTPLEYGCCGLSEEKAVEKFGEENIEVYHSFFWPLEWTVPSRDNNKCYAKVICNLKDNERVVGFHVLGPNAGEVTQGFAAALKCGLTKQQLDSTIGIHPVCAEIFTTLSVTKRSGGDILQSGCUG
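Rat TrxR1 (90 nM in the dispensed reagent) was pre-reduced with 400 uM NADPH for 5 min at room temperature, then incubated with compound for 15 min. After 400 uM selenite was added, NADPH fluorescence (Ex 340/Em 450 nm) was followed for 8 min.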
Vif-A3G inh: qHTS for Inhibitors of Vif-A3G Interactions: qHTS; DNA dC->dU-editing enzyme APOBEC-3G (Homo sapiens), Q9HC16; HeLa A3G-eYFP + Vif (tagged APOBEC3G with the HIV-1 protein that degrades it), YFP fluorescence, overnight; Potency, µM (highest dose often 46.1 µM), for inactives: at the highest dose activity, negative = active, actives largely listed as inhibitors; actives 0.076% (n = 410,000); AID 602310, 2012;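 also: % is scaled to controls: 0 for no effect and ±100 for the full control effect; nearly all actives have a fitted effect of over 60% in size; hits raise eYFP signal because A3G escapes Vif-driven loss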
Target sequence (Q9HC16 whole entry, looked up): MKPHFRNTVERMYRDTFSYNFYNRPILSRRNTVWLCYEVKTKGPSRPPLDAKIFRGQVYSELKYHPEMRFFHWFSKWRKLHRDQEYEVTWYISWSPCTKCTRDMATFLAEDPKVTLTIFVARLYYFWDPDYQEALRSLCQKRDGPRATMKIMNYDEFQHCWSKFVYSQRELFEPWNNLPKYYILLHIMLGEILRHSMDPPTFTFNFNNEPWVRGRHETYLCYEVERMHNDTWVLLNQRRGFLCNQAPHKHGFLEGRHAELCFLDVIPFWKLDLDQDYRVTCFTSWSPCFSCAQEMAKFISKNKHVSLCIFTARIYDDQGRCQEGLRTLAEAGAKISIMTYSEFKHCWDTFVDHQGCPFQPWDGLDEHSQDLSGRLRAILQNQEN
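HeLa cells stably expressing Vif and C-terminally eYFP-tagged A3G, seeded overnight at 37 deg C, then exposed to compound by pintool overnight at 37 deg C. Rise in yellow fluorescence (Ex 488/Em 500-530, Acumen) marks blocked Vif-driven A3G degradation.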
RGS4 inhibitor: Inhibitors of Regulator of G Protein Signaling (RGS) 4: qHTS; Regulator of G-protein signaling 4 (Homo sapiens), P49798; Transcreener GDP fluorescence polarization, RGS4-accelerated GTP hydrolysis; Potency, µM (titrated, usually from 114 µM), for inactives: at the top dose activity change, negative = inhibition, hits mostly inhibitors; actives 0.039% (n = 390,000); AID 504845, 2011; also: % is scaled to controls: 0 for no effect and ±100 for the full control effect; nearly all actives have a fitted effect of over 75% in size; some results filed as inactive show a strong effect at the top dose
Target sequence (P49798 whole entry, looked up): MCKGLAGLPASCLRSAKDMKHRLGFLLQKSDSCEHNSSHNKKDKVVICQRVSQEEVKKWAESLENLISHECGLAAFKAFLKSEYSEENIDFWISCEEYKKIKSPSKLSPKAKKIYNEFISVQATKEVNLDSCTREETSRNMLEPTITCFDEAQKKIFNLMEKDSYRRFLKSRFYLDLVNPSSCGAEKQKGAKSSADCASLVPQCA
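MLSMR compounds (23 nl, pin-transferred) preincubated 10 min at room temperature with a 500nM (2x) first reagent, then RGS4 at 900nM (2x) plus Transcreener GDP mix added; fluorescence polarization (620/688 nm) read before and after 90 min at 30 °C.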
IDH1 R132H inh: qHTS for Inhibitors of mutant isocitrate dehydrogenase 1 (IDH1): qHTS; Potency, µM (series often up to 76.6 µM), for inactives: at the highest dose activity change, negative = inhibition, hits mostly inhibitors; AID 602179, 2012; IDH1-R132H enzyme, NADPH consumption, diaphorase/resazurin fluorescence; actives 0.093% (n = 390,000); Isocitrate dehydrogenase [NADP] cytoplasmic (Homo sapiens), O75874; also: % is scaled to controls: 0 for no effect and ±100 for the full control effect; nearly all actives have a fitted effect of over 65% in size
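IDH1-R132H (0.5 ug/mL) preincubated 30 min with compound, then NADPH (0.016 mM) and alpha-KG (2 mM) added; 80 min at RT, pH 7.5. Remaining NADPH coupled via diaphorase/resazurin to fluorescence (540/590 nm); concentration-response curves normalized to no-enzyme control.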
12-LOX inh: Primary qHTS assay for inhibitors of human arachidonate 12S-lipoxygenase (ALOX12): Round 2; purified 12hLO, xylenol orange hydroperoxide absorbance; Polyunsaturated fatty acid lipoxygenase ALOX12 (Homo sapiens), P18054; actives 1.1% (n = 580,000); Potency, µM (series often up to 108 µM), for the others: at the top dose activity change, negative = inhibition, usual class: inhibitors; also: % is scaled to controls: 0 for no effect and ±100 for the full control effect
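Purified human 12hLO (150 nM final) in 25 mM Hepes, 0.01% Triton X-100, pH 7.0 was preincubated 15 min at room temperature with compound. Then 40 uM arachidonic acid was added, 30 min. Hydroperoxide was read by Fe-XO absorbance ratio 573/405 nm.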
TrxR1 substrate: qHTS Assay for Substrates of Mammalian Selenoprotein Thioredoxin Reductase 1 (TrxR1): qHTS | Potency, µM (titrated, usually from 114 µM), inactives show at the highest dose activity change, negative = substrate turnover | AID 588456, 2011 | Thioredoxin reductase 1, cytoplasmic (Rattus norvegicus), O89049 | actives 0.01% (n = 390,000) | purified TrxR1 substrate turnover, NADPH consumption readout; also: % is scaled to controls: 0 for no effect and ±100 for the full control effect; nearly all actives have a fitted effect of over 50% in size
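Rat TrxR1, dispensed at 90 nM, was prereduced with 400 uM NADPH (final) for 5 min at ~22 deg C, then incubated with compound 15 min before 400 uM selenite. A first-read NADPH fluorescence drop versus no-compound background flagged substrates.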
Vif-APOBEC3F blk: qHTS for Inhibitors of Vif-A3F Interactions: qHTS; HeLa A3F-eYFP + Vif (tagged APOBEC3F with the HIV-1 protein that degrades it), YFP fluorescence increase; actives 0.2% (n = 390,000); AID 602313, 2012; Potency, µM (series often up to 46.1 µM), without a hit: at the top dose activity, negative = active; also: % of control where 0% means no effect; nearly all actives have a fitted effect of over 65% in size
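HeLa cells stably expressing A3F-eYFP plus Vif, plated and incubated overnight at 37 deg C, then exposed to compounds overnight at 37 deg C. Blocked degradation read as raised yellow fluorescence (Ex 488/Em 500-530).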
The depositor's hits bear a star; ? = inconclusive; / = not tested or not shown; & = joins results of further samples; [ ] = remark or other dose. Calls follow the shape of the dose curve; as a rule, active = well fitted curve in the direction sought with a large enough effect; inconclusive = small, poorly fitted or top-dose-only effect, or another doubt; inactive = no such curve, though single readings can be large; an effect the other way counts as inactive or inconclusive. Potency is read from the fitted curve at half-maximal effect. Some of the compounds tested. The share of hits here may be higher or lower than overall.

cpd	SMILES	USP1 inh	RXFP1 ag	TrxR1 inh	Vif-A3G inh	RGS4 inhibitor	IDH1 R132H inh	12-LOX inh	TrxR1 substrate	Vif-APOBEC3F blk
1	O=C1/C(=C/c2ccco2)SC(=S)N1CCC(=O)N1CCCCC1CCO (configuration not stated)	?	-0.9%	32%	-15%	-30%	3%	45µM*	12%	-8%
2	Cc1cc(NC(=O)c2cc(-c3ccc(Br)cc3)on2)no1	-8%	0.4%	-3%	1%	-10%	0%	1%	-8%	19%
3	Cc1ccc(CNS(=O)(=O)c2ccc(-n3cnnn3)c(C)c2)cc1	-3%	-0.3%	26%	-7%	30%	4%	-1%	1%	-14%
4	Cn1c(CNc2nc(-c3ccccc3)cs2)nnc1SCC(=O)N1CCc2ccccc21	-3%	0.2%	1%[57.1 µM]	1%	13%	3%	-19%	3%[57.1 µM]	-12%
5	S=c1[nH]c2cnc(Cl)nc2[nH]1	-5%	/	?	0%	-18%	2%	?	-6%	?
6	COc1ccc(NC(=O)c2cc(F)cc(F)c2)cc1Cl	-20%	2.0%	21%	-2%	-17%	5%	-27%	12%	8%
7	Cc1cc(C(=O)CSc2ccccc2)cc(C)c1O	-20%	-0.2%	15%	-7%	-13%[56.9 µM]	8%	-22%	-1%	6%
8	COc1cccc(CNC(=O)COC(=O)c2nn(C)c(=O)c3ccccc23)c1	2%	/	-2%[2.29 µM]	2%	-7%	3%	-3%&26%	-5%[2.29 µM]	4%
9	Nc1ccc(N=Nc2ccccc2Cl)c(N)n1	2%	-2.9%	13%[57.1 µM]	-4%	3%	7%	0%	-10%	-12%
10	CC(C)N(c1ccccc1)c1ccc(NC(=O)CCl)cc1	-22%	-1.4%	?	?	-36%	2%	-10%	0%	0%
11	COc1ccccc1/C=C/C=N/NC(=O)c1ccncc1	-13%	-0.7%	-7%	9%	3%	5%	0%	-11%	-26%
12	COc1ccc(OC)c(NC(=O)c2sc3ncnc(N4CCN(c5ccccn5)CC4)c3c2C)c1	-16%	0.7%	17%	-1%	-13%	3%	/	4%	-8%
13	Cc1cc(NCCCN2CCOCC2)n2nc(C)c(-c3ccccc3)c2n1	1%	1.9%	4%[57.1 µM]	-3%	-11%	2%	-21%	-10%	0%
14	O=C(Nc1ccc(Cl)cn1)c1ccc(-c2cc(Cl)ccc2Cl)o1	-12%	2.2%	44%	1%	-17%	6%	-10%	157%	-1%
15	Cc1ccc(/C=C2\C(=O)NC(=O)N2C)o1	-16%	4.2%	50µM*	4%	?	-13%	?	-4%	-1%
16	CCOC(=O)c1cccc(NC(=S)NC(=O)c2cccnc2)c1	-16%	-0.2%	?	-13%	3%	-6%	-14%	1%	?
17	CCOc1ccc(CN2CCN(Cc3cc4ccccc4[nH]3)CC2CCO)cc1 (configuration not stated)	-2%	0.7%	3%	-1%	31%	6%	-11%	0%	-10%
18	CCOc1ccc(C(=O)Nc2ccc3c(c2)OCCO3)cc1	-24%	-1.7%	19%	0%	4%	3%	?	9%	-20%
19	CC(C)CC(=O)N1CCN(Cc2ccccc2[N+](=O)[O-])CC1	0%	2.4%	23%[57.1 µM]	1%	12%	-2%	-21%	4%[57.1 µM]	13%
20	CCCS(=O)(=O)N1CCN(CCCc2ccccc2)CC1	-1%	2.9%	6%	1%	-47%	4%	?	6%[57.1 µM]	-2%
21	Cc1nn(-c2ccccn2)c2c1C(=O)C(Br)CC2 (configuration not stated)	-11%	-0.5%	13µM*	0%	?	17%	/	-6%	12%
22	CC(=O)NC(CCS(C)(=O)=O)C(=O)Nc1ccc(C)c(F)c1 (configuration not stated)	4%	5.9%	-4%[57.1 µM]	-4%	-19%	5%	22%&-11%	9%[57.1 µM]	-2%
23	O=C(NC1CCN(C(=S)NCc2ccco2)CC1)c1ccc(F)cc1	-16%	-2.0%	-16%	1%	-8%	-2%	20%	10%	-11%
24	O=C(CN1C(=O)NC2(CCc3ccccc32)C1=O)Nc1cccc(F)c1 (configuration not stated)	-5%	-0.9%	16%[57.1 µM]	-9%	9%	2%	-3%	5%[57.1 µM]	-14%
25	CCCCNC(=O)C(C#N)c1nc2ccccc2nc1N1CCN(Cc2ccc3c(c2)OCO3)CC1 (configuration not stated)	-2%	/	15%	0%	-3%	-1%	/	-1%	3%

Later entries
cpd	SMILES	USP1 inh	RXFP1 ag	TrxR1 inh	Vif-A3G inh	RGS4 inhibitor	IDH1 R132H inh	12-LOX inh	TrxR1 substrate	Vif-APOBEC3F blk
26	O=C(NCc1ccc(F)cc1)c1ccc2oc(=O)n(Cc3ccccc3)c2c1	-23%	0.8%	14%[57.1 µM]	-1%	-10%	0%	-31%	5%[57.1 µM]	-3%
27	Cc1ccc(S(=O)(=O)NCC(=O)OCC(=O)NC(=O)NC2CCCC2)cc1	-16%	0.3%	18%	-5%	7%	21%	?	5%[57.1 µM]	0%
28	Nc1ncc(Br)cc1S(=O)(=O)NC1CCCCC1	-20%	2.8%	5%	-1%	7%	8%	2%	5%	-3%
29	Cc1ccc(C(=O)c2ccccc2C(=O)OCC(=O)N2CCCC2)cc1	-14%	/	-7%	-2%	-5%	-8%	4%	-5%	-14%
30	c1ccc(-n2nnc3ccccc32)cc1	-22%	1.2%	6%	3%	-11%	6%	-5%	1%	0%
31	CN(Cc1ccccc1)Cc1c[nH]c2ccccc12	3%	-0.3%	-7%	-5%	-31%	3%	-29%	1%	/
32	CCN1C[C@@H]2[C@@H]3C(=O)N(Cc4ccccc4)C(=O)[C@@H]3[C@](Cc3ccccc3)(C1=O)N2C(=O)c1ccc(C(C)(C)C)cc1	-19%	/	5%	-2%	2%	13%	-16%	-5%	-3%
33	CCC(=O)Oc1ccc2oc(=O)cc(C)c2c1	-11%	-0.1%	10%	-1%	-28%	1%	-9%	5%	-2%
34	Cc1cc(C)nc(N/N=C/c2ccc(N3CCOCC3)cc2)n1	-9%	0.3%	2%[57.1 µM]	0%	-27%	7%	6%	-7%[57.1 µM]	15%
35	CC(=O)Nc1cccc(OCCOc2cccc([N+](=O)[O-])c2)c1	-8%	/	-5%	-1%	-5%	4%	11%	-8%	4%
36	Cc1sc(NC(=O)c2ccco2)c(CN2CCN(c3ccccn3)CC2)c1C	?	-0.8%	21%	0%	-35%	7%	/	17%	5%
37	CC(C)(CN1CCN(c2ccccc2)CC1)NS(=O)(=O)c1ccccc1	-8%	2.5%	16%	0%	23%	7%	-5%	0%	-2%
38	COCCN(CCOC)C(=O)COC(=O)c1ccc(Cl)c(S(=O)(=O)N(C)c2ccccc2)c1	-2%	0.7%	17%[57.1 µM]	-1%	-30%	15%	-1%	15%	0%
39	CC(C)(C)c1ccc(C(=O)Nc2cnccn2)cc1	-16%	1.8%	23%	3%	-7%	4%	17%	7%	-2%

Fetched by compound from above, 2 records:
cpd	SMILES	USP1 inh	RXFP1 ag	TrxR1 inh	Vif-A3G inh	RGS4 inhibitor	IDH1 R132H inh	12-LOX inh	TrxR1 substrate	Vif-APOBEC3F blk
38	COCCN(CCOC)C(=O)COC(=O)c1ccc(Cl)c(S(=O)(=O)N(C)c2ccccc2)c1	-2%	0.7%	17%[57.1 µM]	-1%	-30%	15%	-1%	15%	0%
33	CCC(=O)Oc1ccc2oc(=O)cc(C)c2c1	-11%	-0.1%	10%	-1%	-28%	1%	-9%	5%	-2%

Values by screen from above:
IDH1 R132H inh for entries 31–39: 3%, 13%, 1%, 7%, 4%, 7%, 7%, 15%, 4%
Vif-A3G inh for entries 31–39: -5%, -2%, -1%, 0%, -1%, 0%, 0%, -1%, 3%
Vif-APOBEC3F blk for entries 31–39: /, -3%, -2%, 15%, 4%, 5%, -2%, 0%, -2%

2 of these compounds in a different format:
[39] CC(C)(C)c1ccc(C(=O)Nc2cnccn2)cc1
[29] Cc1ccc(C(=O)c2ccccc2C(=O)OCC(=O)N2CCCC2)cc1

entry no. | 39 | 29
USP1 inh | -16% | -14%
RXFP1 ag | 1.8% | /
TrxR1 inh | 23% | -7%
Vif-A3G inh | 3% | -2%
RGS4 inhibitor | -7% | -5%
IDH1 R132H inh | 4% | -8%
12-LOX inh | 17% | 4%
TrxR1 substrate | 7% | -5%
Vif-APOBEC3F blk | -2% | -14%

Assay outcomes from PubChem.
